HDAC3_inh = inhibitors of human histone deacetylase 3; AID 2718; inhibition, % at 8.3 µM; recombinant HDAC3, fluorogenic peptide/trypsin coupled, fluorescence; hit rate 0.15% among 320,000; in the data active = inhibition above about 26%, passing the limit was not always enough
ANO1_activ = activators or potentiators of mouse TMEM16A chloride channel. Q8BHY3. HEK293 TMEM16A/YFP-H148Q/I152L, iodide quench fluorescence; hits give low values. B-score at 10 µM. hit rate 0.3% among 340,000;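 active = fluorescence-ratio B-score plate-corrected deviation score at least 3 library SD below zero, with starting fluorescence score within 5 deviations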;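 also: channel opened by trigger with iodide after compound preincubation; score built on the fluorescence ratio of max minus min over baseline; more negative score means more quench and so TMEM16A activation or potentiation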
Numbers without * were called inactive; i = inactive; / = not tested or not shown.

SMILES HDAC3_inh ANO1_activ
CC(=O)c1ccc2c(c1)N(CCCN(C)C)c1ccccc1S2 / i
CCOc1ccccc1C(N)=O / i
CC(=O)Nc1ccc(C(=O)O)cc1 / i
COc1ccc(C(=O)CC(=O)c2ccc(C(C)(C)C)cc2)cc1 / i
CC(=O)OCC1=C[C@@H]2OC(=O)C3=CO[C@@H](O[C@@H]4O[C@H](CO)[C@@H](O)[C@H](O)[C@H]4O)[C@H]1[C@@H]32 0 i
CCCCCCO -2 i

No new results follow: entries from further up.
SMILES HDAC3_inh ANO1_activ
CC(=O)c1ccc2c(c1)N(CCCN(C)C)c1ccccc1S2 / i
CCOc1ccccc1C(N)=O / i

Of the compounds above, two have a carbonyl joined to an NH by a bond outside any ring:
SMILES HDAC3_inh ANO1_activ
CCOc1ccccc1C(N)=O / i
CC(=O)Nc1ccc(C(=O)O)cc1 / i

From PubChem BioAssay

An excerpt. The share of hits here may be higher or lower than overall.
